Screens (PubChem BioAssay)
LYPLA1 counter: LYPLA1 inhibitors, primary screen, counter-screen for PME1 inhibitor project, biochemical, fluorescence polarization, FP-Rh probe ABPP; hit rate 0.16% among 320,000; recombinant LYPLA1; Acyl-protein thioesterase 1 (Homo sapiens), O75608; inhibition, % at 5.9 µM;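 active = inhibition above the mean of all tested compounds plus 3 SD, set per campaign, cut at about 14% in these data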;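 also: inhibitors block serine hydrolase probe labeling of LYPLA1 so polarization falls; 0% = enzyme with DMSO and 100% = wells lacking LYPLA1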
PAFAH1B3 FP inh: PAFAH1B3 enzyme inhibitors, primary screen, biochemical, fluorescence polarization, human | Platelet-activating factor acetylhydrolase IB subunit alpha1 (Homo sapiens), Q15102 | recombinant PAFAH1B3, FP-rhodamine probe | inhibition, % at 3.39 µM | hit rate 0.28% among 340,000;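 active = inhibition above the screen-wide average of all tested compounds plus 3 SD, cut at about 25% in these data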;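 also: 0% = enzyme with DMSO only and 100% = wells lacking PAFAH1B3 protein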
PAD4 FP inh: human PAD4 inhibitors, primary screen, biochemical, fluorescence polarization, 1536-well format; recombinant PAD4, RCA probe fluorescence polarization; Protein-arginine deiminase type-4 (Homo sapiens), Q9UM07; AID 485272, 2010; inhibition, % at 6.36 µM; hit rate 0.41% among 330,000;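 active = percent inhibition above a cutoff equal to the mean of all tested compounds plus 3 SD, cut at about 15% in these data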;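 also: 0% = PAD4 with RCA probe and DMSO and 100% = probe without PAD4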
LYPLA2 counter: LYPLA2 inhibitors, primary screen, counter-screen for PME1 inhibitor project, biochemical, fluorescence polarization, FP-Rh probe ABPP; recombinant LYPLA2; inhibition, % at 5.9 µM; AID 2177, 2009; Acyl-protein thioesterase 2 (Homo sapiens), O95372; hit rate 0.38% among 320,000;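 active = inhibition above the screen-wide mean plus 3 SD, limit set per campaign, cut at about 26% in these data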;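 also: 0% = LYPLA2 with DMSO and 100% = wells lacking LYPLA2 enzyme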
Target sequence (O95372 whole entry, looked up): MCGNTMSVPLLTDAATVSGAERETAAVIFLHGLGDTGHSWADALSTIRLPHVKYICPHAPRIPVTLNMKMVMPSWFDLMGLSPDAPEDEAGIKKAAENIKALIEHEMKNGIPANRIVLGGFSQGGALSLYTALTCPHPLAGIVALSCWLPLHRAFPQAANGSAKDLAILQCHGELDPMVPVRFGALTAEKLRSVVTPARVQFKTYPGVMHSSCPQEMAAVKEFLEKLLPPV
pPAFAH FP inh: pPAFAH enzyme inhibitors, primary screen, biochemical, fluorescence polarization, human; Platelet-activating factor acetylhydrolase (Homo sapiens), Q13093; recombinant pPAFAH, FP-rhodamine probe fluorescence polarization; inhibition, % at 3.39 µM; hit rate 1.5% among 330,000; AID 463082, 2010;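 active = inhibition above the mean inhibition across the screen plus 3 SD, cut at about 25% in these data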;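 also: inhibitors block binding of the rhodamine activity-based probe so polarization drops; 0% = enzyme with DMSO and 100% = wells lacking pPAFAH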
PAFAH1B2 inh: PAFAH1B2 enzyme inhibitors, primary screen, biochemical, fluorescence polarization, human; recombinant PAFAH1B2, FP-rhodamine activity probe; inhibition, % at 3.39 µM; hit rate 1.2% among 340,000; AID 492953, 2010;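 active = inhibition above the mean of all tested compounds plus 3 SD, cut at about 24% in these data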;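 also: 0% = enzyme with DMSO and 100% = wells lacking PAFAH1B2; many of its hits are not listed in these tables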
PME-1 primary: PME-1 inhibitors via competitive probe labeling, primary screen, biochemical, fluorescence polarization, FP-Rh probe, HTS | recombinant PME-1 | inhibition, % at 5.9 µM | hit rate 0.53% among 320,000 | AID 2130, 2009 | Protein phosphatase methylesterase 1 (Homo sapiens), Q9Y570;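 active = inhibition above the campaign mean of all compounds plus 3 SD, cut at about 26% in these data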;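 also: competitive labeling of PME-1 active site by serine hydrolase directed probe; 0% = PME-1 with DMSO and 100% = wells lacking PME-1 enzyme; inhibitors block probe labeling so polarization falls and inhibition rises; many of its hits are not listed in these tables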
GSTO1 counter: inhibitors of recombinant GSTO1, primary screen, counter-screen for RBBP9 inhibitor project, biochemical, fluorescence polarization; Glutathione S-transferase omega-1 (Homo sapiens), P78417; activity-based probe fluorescence polarization; inhibition, % at 5.96 µM; hit rate 1.1% among 300,000;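 active = inhibition above the campaign mean inhibition plus 3 SD, cut at about 35% in these data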;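 also: 0% = GSTO1-1 with DMSO and 100% = wells lacking GSTO1-1 enzyme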
PREPL inh: PREPL enzyme inhibitors, primary screen, biochemical, fluorescence polarization; hit rate 0.68% among 320,000; recombinant PREPL, fluorescence polarization activity-based probe; inhibition, % at 5.96 µM; Prolyl endopeptidase-like (Homo sapiens), Q4J6C6; in the data active = inhibition above about 43%;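 also: 0% = enzyme with DMSO and 100% = wells lacking enzyme; many of its hits are not listed in these tables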
Target sequence (Q4J6C6 whole entry, looked up): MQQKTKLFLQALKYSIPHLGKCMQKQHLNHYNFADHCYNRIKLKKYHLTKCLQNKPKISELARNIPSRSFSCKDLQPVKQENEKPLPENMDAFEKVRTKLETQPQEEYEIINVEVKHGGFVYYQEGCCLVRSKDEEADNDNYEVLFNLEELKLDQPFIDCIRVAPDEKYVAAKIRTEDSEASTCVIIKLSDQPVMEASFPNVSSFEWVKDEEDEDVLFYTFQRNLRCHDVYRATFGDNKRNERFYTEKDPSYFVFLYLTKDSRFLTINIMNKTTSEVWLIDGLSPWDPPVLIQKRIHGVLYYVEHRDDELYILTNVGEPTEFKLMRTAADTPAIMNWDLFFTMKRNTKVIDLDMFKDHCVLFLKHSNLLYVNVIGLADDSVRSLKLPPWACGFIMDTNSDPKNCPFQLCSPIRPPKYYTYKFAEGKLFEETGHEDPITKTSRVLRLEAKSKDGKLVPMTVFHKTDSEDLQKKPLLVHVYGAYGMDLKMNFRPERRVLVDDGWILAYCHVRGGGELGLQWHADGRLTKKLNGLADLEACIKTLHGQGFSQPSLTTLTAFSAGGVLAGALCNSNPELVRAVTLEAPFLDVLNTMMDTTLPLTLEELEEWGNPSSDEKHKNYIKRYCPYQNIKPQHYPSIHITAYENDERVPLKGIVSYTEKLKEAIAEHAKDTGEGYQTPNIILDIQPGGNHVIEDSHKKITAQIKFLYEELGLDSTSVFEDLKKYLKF
Active calls of the source: *; nt = no result given. Only part of the results is shown; rates above refer to the full screens.

SMILES	LYPLA1 counter	PAFAH1B3 FP inh	PAD4 FP inh	LYPLA2 counter	pPAFAH FP inh	PAFAH1B2 inh	PME-1 primary	GSTO1 counter	PREPL inh
O=C(c1ccccc1)c1coc2c1C(=O)c1ccccc1C2=O	-1	29*	-10	4	1	3	6	60*	17
CC1(C(=O)N/N=C/c2ccccc2)CC1(Br)Br (configuration not stated)	4	-2	-7	4	-6	2	4	-3	1
CCc1nc2oc3cc(OC)ccc3c(=O)c2c(=O)n1-c1ccccc1	1	6	-4	2	-4	1	-5	-5	20
O=[N+]([O-])c1ccccc1/C=N/n1c(C(F)(F)F)n[nH]c1=S	-4	0	0	2	2	-1	-4	2	6
CCCCS(=O)c1c(O)c2ccccc2[nH]c1=O (configuration not stated)	2	0	0	1	3	-3	-3	0	15
O=C(COc1ccc2c(-c3ccccc3)cc(=O)oc2c1)NCc1cccs1	4	-1	2	6	1	4	3	-3	1
Cc1cc(=O)[nH]c(SCc2cccc3ccccc23)n1	-1	8	0	0	0	4	3	-4	5
Cc1ccc(NC(=O)CSc2nnc(CNC(=O)c3ccco3)o2)cc1Cl	-1	6	-3	5	4	4	9	4	-40
CCOC(=O)Cc1csc(NC(=O)CSc2nnc3ccccn23)n1	1	9	-4	6	-5	3	-1	1	8
COC(=O)c1cc(C(=O)NCCCN2CCOCC2)cc([N+](=O)[O-])c1	4	6	2	5	3	-2	5	0	3
COc1ccccc1NC(=O)CSc1nnc(CC(=O)Nc2ccccc2)n1C	-1	-2	-7	1	4	3	1	0	9
CC(C)(C)C1CCC(=NNc2ccc(S(N)(=O)=O)cc2[N+](=O)[O-])CC1 (configuration not stated)	1	11	0	15	4	8	5	-10	2
COc1ccc(NC(=O)C2CCCN(S(=O)(=O)c3c(C)n[nH]c3C)C2)cc1 (configuration not stated)	-3	-8	-3	0	5	0	-1	2	-3
Cn1c(=O)c2nc(-c3ccc(Cl)cc3Cl)oc2c2ccccc21	-1	1	3	2	-2	-4	-4	5	-3
COc1ccc(NC(=O)CSc2nnc(-c3cc(C)[nH]n3)n2N)cc1OC	1	4	-5	-2	4	2	1	-2	6
C=C(C)CNC(=S)Nc1ccc(S(=O)(=O)Nc2cnc3ccccc3n2)cc1	3	7	-3	4	-2	3	1	-3	9
CCn1c(SCC(=O)NCC2CCCO2)nnc1-c1ccccc1 (configuration not stated)	0	3	-4	2	1	3	-1	9	-2
N#C/C(=C/c1ccc(N2CCCCCC2)o1)c1cccc(F)c1	-6	-9	-12	-5	4	4	-7	-3	11
CCC(NC(=O)Nc1ncccc1C)(C(F)(F)F)C(F)(F)F	5	10	4	11	-2	5	1	13	1
N/C(CSc1ccccn1)=N\OCc1c(Cl)cccc1Cl	0	3	-1	-2	2	-1	1	8	-7

Whole records from above. Values in the order: LYPLA1 counter | PAFAH1B3 FP inh | PAD4 FP inh | LYPLA2 counter | pPAFAH FP inh | PAFAH1B2 inh | PME-1 primary | GSTO1 counter | PREPL inh
Cc1cc(=O)[nH]c(SCc2cccc3ccccc23)n1 is listed as -1 | 8 | 0 | 0 | 0 | 4 | 3 | -4 | 5
O=C(c1ccccc1)c1coc2c1C(=O)c1ccccc1C2=O is listed as -1 | 29* | -10 | 4 | 1 | 3 | 6 | 60* | 17

(list continues)
SMILES	LYPLA1 counter	PAFAH1B3 FP inh	PAD4 FP inh	LYPLA2 counter	pPAFAH FP inh	PAFAH1B2 inh	PME-1 primary	GSTO1 counter	PREPL inh
COCCNC(=S)N/N=C/c1ccc(N2CCOCC2)cc1	1	5	-2	3	3	7	1	-3	6
O=C(Nc1ccccc1N1CCOCC1)c1ccc(N2CCOCC2)c([N+](=O)[O-])c1	-1	13	5	-1	2	-2	-2	0	2
CC1(C)CC(=O)C2=C(C1)NC(SCC(N)=O)=C(C#N)C21CCCCC1	3	3	-6	0	4	5	2	-4	-13
COC(=O)C1CSC(C(=O)OC)N1C(=O)Nc1ccc(Cl)c(Cl)c1 (configuration not stated)	3	11	-5	5	2	6	-2	3	-2
Fc1ccc(-n2c(-c3cccs3)nc3nc4ccccc4nc32)cc1	-2	6	0	-3	2	5	-5	4	5
CCC(C)(C)n1nnnc1CN1CCN(c2ccc(OC)cc2)CC1	1	4	-3	-3	-1	7	2	7	8
COc1ccc(S(=O)(=O)N2CCC(C(=O)NC3CC3)CC2)cc1OC	-1	10	-3	-2	3	-1	-6	3	-5
COc1ccc(NS(=O)(=O)c2ccc(C)c(C(=O)N(C)CC(=O)Nc3cccc(OC)c3)c2)cc1	-1	-2	-4	1	23	-2	-7	12	-5
CCc1cccc(C)c1NC(=O)C1=C(C(=O)O)CCCC1	3	9	-3	7	4	7	0	2	3
CC(C)c1nc2ccc(C(=O)O)cc2[nH]1	-2	-3	3	-4	2	2	3	6	4
Cc1cc(SCC(=O)c2ccc3c(c2)OCO3)nc2ccccc12	-2	-8	-7	-6	2	2	-3	-13	0
Cc1ccc(-c2noc(C3CCCN(C(=O)c4c(F)cccc4F)C3)n2)cc1 (configuration not stated)	2	-3	1	3	4	4	2	-6	4
CCCCNC(=O)c1ccc(CS(=O)(=O)Cc2ccccc2F)o1	6	6	-1	3	25*	9	-2	8	-5
CC1(C)CC(NC(=O)CCC2CCCC2)CC(C)(C)N1	3	3	-7	9	1	8	0	-1	1
Nc1nnc(SCC(=O)OCC(=O)NC23CC4CC(CC(C4)C2)C3)s1	0	7	0	1	5	5	0	8	8
Cc1cc(C)c2ccc(N)nc2c1O	-2	7	-5	6	6	1	1	-19	1
CN(C(=O)c1cccn(Cc2ccccc2)c1=O)c1ccccc1	0	4	0	0	3	3	-3	4	-12
O=C(NCc1nc(-c2ccccc2)no1)c1ccc2c(c1)OCO2	-6	2	3	-8	1	-1	0	-7	-8
COc1ccc(C(=O)N2CCN(Cc3ccccn3)CC2)cc1	6	5	-1	4	-1	-4	0	-2	0
CCc1ccccc1NC(=O)CSc1nnc([C@@H](NC(=O)OC(C)(C)C)C(C)CC)o1 (some centres not stated)	3	-3	-3	10	1	2	3	6	5

SMILES	LYPLA1 counter	PAFAH1B3 FP inh	PAD4 FP inh	LYPLA2 counter	pPAFAH FP inh	PAFAH1B2 inh	PME-1 primary	GSTO1 counter	PREPL inh
COc1ccc(Cl)cc1NCCC(O)c1ccc(F)cc1 (configuration not stated)	-1	4	2	2	17	3	-1	9	10
CC(C)(O)C#Cc1ccc(C(=O)NCCC(=O)O)s1	0	-3	1	-1	2	3	-6	0	-5
OCCOCCNc1ncnc2c1cnn2-c1ccc(Cl)cc1	2	-3	1	2	3	2	1	-1	23
Cc1c(C(=O)N2CCc3ccccc32)cnn1C	-2	2	-1	-4	-6	-2	-8	-4	3
CCOC(=O)c1[nH]c2cc(OC)c(OC)cc2c1NC(=O)c1ccc2c(c1)OCO2	1	-1	3	2	4	-4	4	6	5
COc1ccc(/C=C2\SC(=O)N(CC(=O)NCCC(C)C)C2=O)cc1OC	-3	5	-6	-3	4	-7	-3	11	7
O=C(c1ccc2c(c1)OCO2)N(c1ccc(Cl)cc1)C1C=CS(=O)(=O)C1 (configuration not stated)	-1	-5	-2	5	7	5	-1	6	12
Cc1cccn2c(=O)nc(SCC(=O)NCc3ccccc3)nc12	-2	6	3	3	7	0	0	12	-5
Cc1ccc(N2C(=O)CN(Cc3sccc3C)C2=S)cc1C	-5	0	0	-7	-3	-2	-5	23	3
COCCNC(=O)CSCc1c(F)cccc1Cl	0	0	-4	-2	-4	5	4	5	4
O=C(N/N=C/c1cc(Br)c(Br)o1)c1cccnc1	-2	9	4	5	4	12	-4	44*	9
Cc1noc(C)c1S(=O)(=O)N1CCC(C(=O)N(C)Cc2ccccc2)CC1	-4	-5	0	0	2	2	8	-2	11
Cc1ccc(NC(=O)CCC(=O)NNC(=O)CCc2ccccc2)c(C)c1	0	12	-3	-2	5	5	1	2	-1
O=C(NCCCn1ccnc1)c1cc(-c2ccc3c(c2)OCO3)on1	0	1	6	2	-1	7	-4	7	3
Cc1ccc(C(C(=O)NC2CCCC2)N(Cc2ccco2)C(=O)CCC(=O)Nc2ccccn2)cc1 (configuration not stated)	-1	-4	2	-4	0	-1	4	2	0
CCC(=O)c1ccc(OCC(=O)NC2(C#N)CCCCC2)cc1	-4	18	-5	2	-6	2	-10	10	0
Cc1cnc(C(=O)OCC(=O)Nc2ccc(Br)c(C)c2)cn1	-2	-4	4	1	-4	-2	5	nt	7
Cc1ccc(-c2csc3n[nH]c(=S)n23)cc1	1	1	8	0	1	0	5	8	0
CCC(C)[C@H]1COCCS(=O)(=O)N1Cc1ccc(Cl)cc1Cl (some centres not stated)	4	8	0	3	-1	-2	-7	0	-4
CC(CN1C(C)CCCC1C)OC(=O)c1ccc(Cl)cc1Cl (configuration not stated)	1	3	-3	-4	8	-1	-4	3	2
Cc1cnc(C(=O)Nc2nnc(C)s2)cn1	0	6	-4	7	4	5	3	12	0

Filtered by structure, the entries above with an aryl thioether with sulfur outside any ring (11)
SMILES	LYPLA1 counter	PAFAH1B3 FP inh	PAD4 FP inh	LYPLA2 counter	pPAFAH FP inh	PAFAH1B2 inh	PME-1 primary	GSTO1 counter	PREPL inh
Cc1cc(=O)[nH]c(SCc2cccc3ccccc23)n1	-1	8	0	0	0	4	3	-4	5
Cc1ccc(NC(=O)CSc2nnc(CNC(=O)c3ccco3)o2)cc1Cl	-1	6	-3	5	4	4	9	4	-40
CCOC(=O)Cc1csc(NC(=O)CSc2nnc3ccccn23)n1	1	9	-4	6	-5	3	-1	1	8
COc1ccccc1NC(=O)CSc1nnc(CC(=O)Nc2ccccc2)n1C	-1	-2	-7	1	4	3	1	0	9
COc1ccc(NC(=O)CSc2nnc(-c3cc(C)[nH]n3)n2N)cc1OC	1	4	-5	-2	4	2	1	-2	6
CCn1c(SCC(=O)NCC2CCCO2)nnc1-c1ccccc1 (configuration not stated)	0	3	-4	2	1	3	-1	9	-2
N/C(CSc1ccccn1)=N\OCc1c(Cl)cccc1Cl	0	3	-1	-2	2	-1	1	8	-7
Cc1cc(SCC(=O)c2ccc3c(c2)OCO3)nc2ccccc12	-2	-8	-7	-6	2	2	-3	-13	0
Nc1nnc(SCC(=O)OCC(=O)NC23CC4CC(CC(C4)C2)C3)s1	0	7	0	1	5	5	0	8	8
CCc1ccccc1NC(=O)CSc1nnc([C@@H](NC(=O)OC(C)(C)C)C(C)CC)o1 (some centres not stated)	3	-3	-3	10	1	2	3	6	5
Cc1cccn2c(=O)nc(SCC(=O)NCc3ccccc3)nc12	-2	6	3	3	7	0	0	12	-5
